eIF2B yeast act: eIF2B (yeast) activity modulation; S. cerevisiae eIF2B-epsilon R284H, GCN4-lacZ luminescence; inhibition, % at 25 µM (by protocol); 0.91% of 27,000 active; AID 688;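 active means mutant luminescence inhibited past about 50% while wild type luminescence and mutant growth stay under set limits, limit read from the data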; further: some compounds called inactive have numbers as strong as hits
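Times: 16 h growth with compound at 30 °C, 90 min Beta-Glo step; Assay system: yeast eIF2B-epsilon R284H mutant carrying GCN4–beta-galactosidase fusion; Measure: % inhibition of reporter signal and growth versus controls; Dosing: one concentration, 25 µM, 0.25% DMSO; Buffer or medium: YPD yeast growth medium; Measured by: Beta-Glo luminescence plus absorbance at 595 nm.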
Yeast growth tox: Compounds toxic to wild-type S. cerevisiae growth; A595 turbidity, 16 h; growth inhibition, % at 25 µM (by protocol); 0.3% of 30,000 active;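 active means mutant and wild-type yeast strains alike exhibit over 30% growth inhibition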;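 further: 0% = untreated cell controls and 100% = YPD media blanks without cells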
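Schedule: 16 h growth with compound, 30 °C. System: yeast, wild-type or eIF2Bepsilon-R284H mutant. Doses: one dose, 25 µM compound[…]. Buffer or medium: YPD. Signal: turbidity measured as absorbance at 595 nm. Read-out basis: growth inhibition (%) versus cell controls and blanks.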
Yeast growth tox inhibition %: second read-out of Yeast growth tox, no call of its own (marks repeat the call); growth inhibition, %; S. cerevisiae eIF2Bepsilon-R284H mutant growth, A595 turbidity, 16 h;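 each compound tested once at 25 µM; 0% equals untreated cells and 100% equals cell-free medium blanks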
eIF2B yeast act mutant toxicity: further read-out of eIF2B yeast act, marked with its call; growth inhibition, %; measured here: mutant yeast growth, toxicity;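 each compound tested once at 25 µM; zero equals untreated control growth and 100 equals blank medium absorbance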
An asterisk follows results filed as active; nt = not tested or not shown. This is a subset; count on the stated rates, not on these rows.

SMILES	eIF2B yeast act	eIF2B yeast act mutant toxicity	Yeast growth tox	Yeast growth tox inhibition %
CCCS(=O)(=O)c1c(S(=O)(=O)CCC)c2c(N)cccn2c1C(=O)c1ccc(F)cc1	6	4	9	4
CCN(CC)c1ncnc2c1[nH]c1ccccc12	25	13	22	13
CC1(C)Oc2nc3ccccc3n2/C1=C\C#N	12	nt	nt	nt
COCc1nnc(NC(=O)c2ccco2)s1	-18	8	-3	8
CN(C(=O)CSc1nc2ccccc2n1CCc1ccccc1)C1CCS(=O)(=O)C1 (centres undefined)	19	14	23	14
COc1cc2[nH]c(=O)n(CCCCCC(=O)NCCc3c[nH]c4ccccc34)c(=O)c2cc1OC	nt	nt	-6	15
COCCn1c(C)cc(C(=O)COC(=O)C23CC4CC(CC(O)(C4)C2)C3)c1C	13	5	-9	5
COC(=O)C1=CN(C)C=C(C(=O)OC)C1c1ccsc1	28	18	17	18
CCn1nc(-c2ccccc2)c2nc3ccccc3nc21	20	12	1	12
O=C(Nc1ccc2c(c1)OCO2)c1cnn2cccnc12	nt	nt	11	0
O=C1c2ccccc2C(=O)N1CCCOCc1c[nH]c(=O)[nH]c1=O	19	28	6	28
O=C(Nc1ccc2c(c1)OCCO2)C1CCN(S(=O)(=O)Cc2ccccc2)CC1	-11	-9	-21	-9
Cc1ccc(NC2=Nc3ccccc3CS2)cc1	36	-4	16	-4
Cc1nc2c(Br)c3nc(C(F)(F)F)[nH]c3c(Br)c2[nH]1	-1	7	8	7
CCn1ncc(Br)c1C(=O)Nc1nccs1	13	nt	nt	nt
CCOC(=O)c1cnn(Cc2ccccc2)c1N	-24	nt	nt	nt
O=C(COC(=O)CNC(=O)c1ccco1)Nc1ccc(Cl)cn1	17	12	13	12
O=C(O)CCSc1nnc(-c2ccc3c(c2)OCO3)o1	28	-14	-17	-14
Cc1cc(NC(=O)CSc2cn(CCNC(=O)c3ccc(F)cc3)c3ccccc23)no1	12	nt	16	0
OC(C#Cc1ccccn1)c1cccs1 (centres undefined)	6	-5	-3	-5
Cn1c(=O)c2c(nc(CN3CCN(Cc4ccccc4)CC3)n2CCN2CCOCC2)n(C)c1=O	22	-10	4	-10
O=C(O)CCC(=O)Nc1ccc(C(=O)N2CCCCC2)cc1	13	-14	12	-14
CCn1cc(Br)c(C(=O)Nc2ccc(Cl)cc2Cl)n1	26	10	17	10
CC(=O)c1c(C)[nH]c(C(=O)Nc2ccc(C)c(C)c2)c1C	17	27	18	27
CC(C)CC(=O)NC1(C(F)(F)F)C(=O)N(Cc2ccccc2)C2=C1C(=O)CC(C)(C)C2 (centres undefined)	nt	nt	29	11
COc1ccccc1Nc1nnc(SCC(=O)c2cc(C)n(CC3CCCO3)c2C)s1 (centres undefined)	26	nt	-19	0
N#Cc1cn(-c2ccccc2)nc1-c1ccco1	5	nt	31	0
CCCOc1ccc(Cn2cnc3ccccc32)cc1	21	nt	-3	0
CCOc1ccccc1N1CCN(S(=O)(=O)c2cccs2)CC1	14	-4	-1	-4
Cc1cccc(N(CC(=O)NCc2ccccc2)C(=O)Cn2nnc(-c3ccc(C)o3)n2)c1	-38	12	20	12

Single values from the entries so far:
Entry of `Cc1ccc(NC2=Nc3ccccc3CS2)cc1` in eIF2B yeast act: 36
Entry of `CN(C(=O)CSc1nc2ccccc2n1CCc1ccccc1)C1CCS(=O)(=O)C1` (centres undefined) in eIF2B yeast act: 19
Entry of `CCCOc1ccc(Cn2cnc3ccccc32)cc1` in Yeast growth tox inhibition %: 0

(listing goes on)
SMILES	eIF2B yeast act	eIF2B yeast act mutant toxicity	Yeast growth tox	Yeast growth tox inhibition %
COc1ccc(N2CCN(C(=O)CNC(=O)Cn3c(C)cc4ccccc4c3=O)CC2)cc1	32	-9	-13	-9
CCOC(=O)C(C(=O)OCC)N(C#N)c1nc(SC)nc(N(C)C)n1	-34	20	-19	20
O=C(O)[C@H]1CCCC[C@H]1C(=O)NCCNC(=O)[C@@H]1CCCC[C@@H]1C(=O)O	1	18	1	18
Cc1ccc(-c2cc(-c3ccccc3Cl)[nH]n2)c(O)c1	30	54	64*	54*
O=C(O)c1ccc(C(=O)Nc2cccc(NC(=O)C3CCCO3)c2)cc1 (centres undefined)	13	-9	15	-9
N#CC1=C2SCN(Cc3ccco3)CN2C(=O)CC1c1ccc(Cl)cc1 (centres undefined)	-1	-9	-1	-9
S=C1COC(c2ccccc2)N1c1ccccc1 (centres undefined)	5	-2	-2	-2
Cc1ccc(S(=O)(=O)N2CCN(S(C)(=O)=O)C2)cc1	35	7	-4	7
Cc1ccc(-c2nc3ccccc3s2)cc1S(=O)(=O)N1CCOCC1	19	9	13	9
COc1ccc(N2CCN(C(c3cc(OC)ccc3OC)c3nnnn3CC3CCCO3)CC2)cc1 (centres undefined)	4	8	10	8
CCOC(=O)c1cc2occc2n1CC(=O)N1CCOCC1	41	-3	3	-3
CCOCC(=O)Nc1c(C(=O)Nc2ccc(OC)cc2OC)oc2ccccc12	-9	-31	1	-31
CC1CCCCN1c1nc(-c2ccncc2)nc2ccccc12 (centres undefined)	6	nt	nt	nt
Cn1c(=O)cc(OCCCC(=O)Nc2cccnc2)c2ccccc21	8	4	-6	4
Clc1cccc2sc(-c3nnc(-c4ccccc4)o3)c(Cl)c12	-14	-23	9	-23
O=C(O)CSc1nnc(Cc2ccccc2)n1Cc1ccccc1	25	4	14	4
CS(=O)(=O)N(CC(=O)N1CCC(C(N)=O)CC1)c1ccc(Cl)c(C(F)(F)F)c1	20	27	1	27
Cc1c(C#N)c2ncn(CCCN(C)C)c(=O)c2n1-c1ccccc1	24	-14	23	-14
CCc1c(O)nc(SCC(=O)Nc2ccccc2)n(C(C)CC)c1=O (centres undefined)	nt	nt	10	13
CCN(CC)S(=O)(=O)c1ccc2c(c1)c(=O)c(C(=O)NCCCN(C)c1ccccc1)cn2C	-13	26	-8	26

Sorted by count of non-hydrogen atoms (low to high): part of the list above
SMILES	eIF2B yeast act	eIF2B yeast act mutant toxicity	Yeast growth tox	Yeast growth tox inhibition %
Clc1cccc2sc(-c3nnc(-c4ccccc4)o3)c(Cl)c12	-14	-23	9	-23
CC1CCCCN1c1nc(-c2ccncc2)nc2ccccc12 (centres undefined)	6	nt	nt	nt
Cc1c(C#N)c2ncn(CCCN(C)C)c(=O)c2n1-c1ccccc1	24	-14	23	-14
CCN(CC)S(=O)(=O)c1ccc2c(c1)c(=O)c(C(=O)NCCCN(C)c1ccccc1)cn2C	-13	26	-8	26

(more compounds)
SMILES	eIF2B yeast act	eIF2B yeast act mutant toxicity	Yeast growth tox	Yeast growth tox inhibition %
COc1ccc(S(=O)(=O)c2ccc(O)cc2)cc1	11	11	17	11
CCCc1cc(=O)oc2cc(C)cc(O)c12	20	15	4	15
CCC(Sc1ncccc1C(=O)OC(C)C)C(=O)NCc1ccco1 (centres undefined)	nt	nt	20	4
Cc1cccc(C)c1N1C(=O)c2ccccc2C1=O	14	nt	12	0
CCn1c(SCC(=O)Nc2cccc(NC(=O)c3cccs3)c2)nnc1-c1ccncc1	24	nt	nt	nt
CCOC(=O)C1CCCN(Cc2ccc3c(c2)OCO3)C1 (centres undefined)	-4	8	-3	8
O=C(O)CC1Sc2ccccc2NC1=O (centres undefined)	-2	14	-6	14
CC(C)N(C(=O)Cn1c(SCC(=O)Nc2nccs2)nc2ccccc21)C(C)C	3	-16	2	-16
COc1ccccc1CNC(=O)c1ccccc1N(C)S(C)(=O)=O	19	16	13	16
CCCCCCc1cc2cc(C(N)=O)c(=N)oc2cc1O	13	8	19	8

The list continues.
canonical_smiles | eIF2B yeast act | eIF2B yeast act mutant toxicity | Yeast growth tox | Yeast growth tox inhibition %
COc1ccc(S(=O)(=O)N2CCCN(CC(=O)Nc3cc(NC(C)=O)ccc3OC)CC2)cc1 | -11 | -3 | 2 | -3
O=C1Nc2cccnc2Sc2ccccc21 | 12 | 19 | 17 | 19
O=C(COC(=O)COc1ccc(Cl)cc1)NC1CCCCC1 | 6 | -10 | -8 | -10
N#CCCSCc1ccc(C(=O)O)o1 | -20 | 3 | -1 | 3
COC(=O)CSc1nc2c(c(=O)n(C)c(=O)n2C)n1CCCc1ccccc1 | -17 | -9 | -5 | -9
Cc1cc(C)c2c(N)c(C(=O)N3CCCCCC3)sc2n1 | 15 | nt | 0 | 0
Cc1cc(/C=C(/C#N)c2nc3ccccc3[nH]2)c(C)n1-c1cccc([N+](=O)[O-])c1 | 12 | 10 | 5 | 10
C=CCn1c(NC(=O)c2ccccc2Cl)c(C#N)c2nc3ccccc3nc21 | 4 | nt | nt | nt

Profiles as entered above. Order of values: eIF2B yeast act | eIF2B yeast act mutant toxicity | Yeast growth tox | Yeast growth tox inhibition %
COC(=O)CSc1nc2c(c(=O)n(C)c(=O)n2C)n1CCCc1ccccc1 across the screens: -17 | -9 | -5 | -9
Cc1cc(/C=C(/C#N)c2nc3ccccc3[nH]2)c(C)n1-c1cccc([N+](=O)[O-])c1 across the screens: 12 | 10 | 5 | 10
O=C(COC(=O)COc1ccc(Cl)cc1)NC1CCCCC1 across the screens: 6 | -10 | -8 | -10
C=CCn1c(NC(=O)c2ccccc2Cl)c(C#N)c2nc3ccccc3nc21 across the screens: 4 | nt | nt | nt

(list continues)
canonical_smiles | eIF2B yeast act | eIF2B yeast act mutant toxicity | Yeast growth tox | Yeast growth tox inhibition %
CCOCC(=O)Nc1nc2ccc(C)cc2s1 | 35 | 23 | 26 | 23
O=C(c1ccco1)[C@@H]1[C@@H]2C(=O)N(c3ccc(Br)cc3)C(=O)[C@@H]2C2c3ccccc3C=CN21 (some centres undefined) | 0 | 5 | 2 | 5
COc1ccccc1C1C(C(=O)c2cc3ccccc3o2)=C(O)C(=O)N1CCN(C)C (centres undefined) | 23 | -19 | 16 | -19
CC(=O)N(c1ccc2oc(=O)sc2c1)S(=O)(=O)c1ccccc1 | 29 | 10 | 1 | 10
CCCn1nnnc1SCC(=O)NCc1cccs1 | nt | nt | 1 | 3
COC(=O)c1ccc(C2CC(=O)Nc3cc(OC)c(OC)cc32)cc1 (centres undefined) | -20 | -10 | -2 | -10
Cc1cc(C)cc(NC2=CC(=O)CC(c3ccco3)C2)c1 (centres undefined) | -71 | -17 | -32 | -17
Cn1c(Cn2c(C(F)(F)F)nc3ccccc32)nc2ccccc21 | 18 | 20 | -4 | 20
COCCNC(=O)c1ccccc1NC(=O)COc1ccccc1 | -67 | nt | 3 | 0
CCOC(=O)c1oc2ccccc2c1NC(=O)C1CCCCC1 | 23 | -28 | 6 | -28
O=C(CN1CCC(n2nnc3cc(F)ccc32)CC1)NC1CCCCC1 | 14 | -14 | -2 | -14
COC(=O)CP(=O)(c1ccccc1)c1ccccc1 | 21 | 19 | 22 | 19
CN(Cc1ccccc1)C(=O)CN1C(=O)C2C3C=CC(C3)C2C1=O (centres undefined) | -13 | 9 | -34 | 9

Bioassay records from PubChem.
